Pf Dd2 growth = blocks growth of Plasmodium falciparum Dd2 parasites | activity change, % at 10 µM | AID 1159554 | P. falciparum Dd2 growth, SYBR Green, 72 h; hits give low values | 94,000 tested, 2.3% active; in the data active means activity change below about -80%
Tcruzi prolif = blocks T. cruzi growth in NIH3T3 culture. T. cruzi beta-gal in NIH3T3, GalScreen luminescence, 90 h. inhibition, % at 8.34 µM. 77,000 tested, 5.9% active. AID 624255;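 active means mean inhibition above about 93%, with at least 55% of replicates each passing it, limit read from the data, passing the limit was not always enough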
C diff HTS = blocks growth of Clostridium difficile; 86,000 tested, 0.25% active; growth activity, negative = inhibition, % at 16 µg/mL (by protocol); AID 1259249; Clostridium difficile clinical isolate growth, OD600, 24 h; hits give low values;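 active means mean growth activity at or below -80% and every replicate also at or below -80%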;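 further: 0% = DMSO wells and -100% = levofloxacin 16 µg/mL wells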
GASC1 inh = KDM4C (human) demethylase inhibition. Q9H3R0. GST-KDM4C 2-372, H3K9me3 peptide, LANCE TR-FRET. inhibition, % at 12.5 µM. 96,000 tested, 0.15% active. AID 720574;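 active means mean replicate inhibition above about 25%, with at least 55% of replicates also reaching it, limit read from the data, passing the limit was not always enough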
Target sequence (Q9H3R0 2-372 limits assumed): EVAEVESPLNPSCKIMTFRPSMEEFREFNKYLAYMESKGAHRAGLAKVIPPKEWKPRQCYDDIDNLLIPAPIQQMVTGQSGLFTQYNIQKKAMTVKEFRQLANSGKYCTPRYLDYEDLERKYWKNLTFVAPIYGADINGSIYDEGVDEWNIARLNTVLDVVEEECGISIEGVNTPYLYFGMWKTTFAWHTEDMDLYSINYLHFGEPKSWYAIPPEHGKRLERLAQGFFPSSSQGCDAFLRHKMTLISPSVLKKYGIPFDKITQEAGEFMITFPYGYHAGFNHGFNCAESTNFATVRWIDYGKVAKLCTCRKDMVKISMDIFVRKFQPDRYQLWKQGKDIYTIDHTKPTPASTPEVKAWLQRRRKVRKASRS
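System: N-terminal GST-fused human GASC-1 (KDM4C) fragment, residues 2-372; amount: enzyme final amount 10 nM; incubation: reaction 30 min RT, detection step 1 h RT; medium: HEPES buffer, pH 7.5, plus ascorbate; technique: LANCE TR-FRET, Eu antibody, ULight-streptavidin, EDTA, ex 340 nm, em 618/671 nm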
Numbers without * were called inactive; . = not tested or not shown; & = joins results of further samples.

SMILES	Pf Dd2 growth	Tcruzi prolif	C diff HTS	GASC1 inh
CC=Cc1ccc2n(c1=O)C[C@@H]1[C@@H](CO)[C@H](C(=O)NC3CCCC3)N(CCC)[C@H]21 (mixture of isomers)	-5.2	.	47.6	2.6
CC(C)NC(=O)Nc1ccc2c(c1)C(=O)N([C@H](C)CO)C[C@@H](C)[C@H](CN(C)Cc1ccncc1)O2	0.8	.	-1.5	0.9
C[C@H]1CCCCO[C@H](CN(C)S(=O)(=O)c2ccc(Cl)cc2)[C@@H](C)CN([C@@H](C)CO)C(=O)c2cc(NC(=O)Nc3ccc(F)cc3)ccc2O1	-71.8	89.2	-2.3	-0.1
COc1ccc(C(=O)Nc2ccc3c(c2)C(=O)N(C)C[C@H](OC)[C@H](C)CN(C(C)=O)[C@@H](C)CO3)cc1	-68.8	34.6	.	-0.5
CCC(=O)Nc1ccc2c(c1)C(=O)N(C)[C@H]1CC[C@@H](CC(=O)Nc3cccc(OC)c3)O[C@H]1CO2	4.4	-30.8	-1.7	2.7
C[C@@H]1CN([C@@H](C)CO)C(=O)c2cc(N(C)C)ccc2O[C@H]1CN(C)C(=O)Nc1ccccc1	20.7	.	-2.0	4.6
C[C@H](CO)N1C[C@H](C)[C@@H](CN(C)Cc2ccc(-c3ccccc3)cc2)Oc2c(NC(=O)c3ccncc3)cccc2C1=O	-27.7	102.1*	-27.1	0.6
CC(C)C#Cc1ccc([C@@H]2[C@@H](CO)N3C(=O)CN(C(=O)c4ccc5c(c4)OCO5)C[C@H]23)cc1	9.2	.	8.7	-0.3
CO[C@H]1CN(C)C(=O)c2cc(NC(=O)NC(C)C)ccc2OC[C@@H](C)N(CC2CC2)C[C@H]1C	-0.7	-7.9	0.2	0.4
CCC(=O)N1[C@H](CO)[C@@H](c2ccc(-c3cccnc3)cc2)[C@@H]1CN(CC)C(C)=O	6.8	85.9	5.1	0.5
CN1CCN(C(=O)C[C@@H]2C[C@H]3c4cc(NC(=O)Nc5ccc(C(F)(F)F)cc5)ccc4O[C@H]3[C@@H](CO)O2)CC1	-16.3	-44.2	1.1	-0.7
CCCNC(=O)N1C[C@@H](O)COC[C@@H]2O[C@@H](CC(=O)NCc3ccncn3)CC[C@H]21	5.7	-19.2	-1.1&-1.6	-0.5
Cc1noc(C)c1NC(=O)N(C)C[C@@H]1Oc2ccc(NC(=O)CCC(F)(F)F)cc2C(=O)N([C@@H](C)CO)C[C@@H]1C	7.3	-19.8	-3.3	0.5
C[C@@H]1CCCCO[C@H](CN(C)S(=O)(=O)c2cccs2)[C@H](C)CN([C@@H](C)CO)C(=O)c2cc(NC(=O)Nc3cccc4ccccc34)ccc2O1	-54.3	18.6	.	-1.0
C[C@H](NC(=O)C[C@@H]1C=C[C@H](NC(=O)Cc2ccccn2)[C@@H](CO)O1)c1ccccc1	15.2	27.6	-2.1	1.5
O=C(O)C[C@H]1C[C@@H]2c3cc(NC(=O)C4CCC4)ccc3O[C@@H]2[C@@H](CO)O1	17.2	.	-3.2	-3.0
C[C@H](CO)N1C[C@H](C)[C@H](CN(C)S(=O)(=O)c2ccc(Cl)cc2)Oc2c(NC(=O)c3ccncc3)cccc2C1=O	-5.6	-45.6	10.5	.
C[C@@H]1CN([C@H](C)CO)C(=O)c2cc(C#Cc3cccnc3)cnc2O[C@H]1CN(C)Cc1cccnc1	-15.6	41.1	0.5	0.5
Cc1ccc(S(=O)(=O)N[C@@H]2CC[C@@H](CCn3cc(C4CCCC4)nn3)O[C@H]2CO)cc1	-31.6	.	-4.9	-1.0
CCNC(=O)C[C@H]1CC[C@H]2[C@@H](COc3ccc(NC(=O)Cc4cccs4)cc3C(=O)N2C)O1	15.8	-3.3	7.6	1.0
COc1ccc(NC(=O)N2CC(=O)N3[C@@H](CO)[C@H](c4ccc(-c5ccccc5)cc4)[C@@H]3C2)cc1	-12.2	.	-17.2	1.7
O=C(Nc1cc(F)ccc1F)N1CCCCN2[C@@H](CO)[C@H](c3ccc(-c4ccccc4)cc3)[C@@H]2C1	-23.2	43.3	42.4	-1.7
Cc1ccc(S(=O)(=O)N[C@H]2CC[C@H](CCNC(=O)Nc3ccc(Cl)cc3)O[C@H]2CO)cc1	-3.9	-6.7	-2.3	-0.3
C[C@H]1CCCCO[C@@H](CN(C)C(=O)Nc2ccc(C(F)(F)F)cc2)[C@@H](C)CN([C@@H](C)CO)C(=O)c2cc(NC(=O)c3ccncc3)ccc2O1	-82.7*	108.5*	8.6	-1.7
CC=Cc1ccc2n(c1=O)C[C@H]1[C@H](CO)[C@@H](C(=O)N[C@@H](C)c3ccccc3)[C@@H]2N1Cc1cncnc1 (mixture of isomers)	7.4	20.2	-5.5	-1.3

Overlap with the part before: 3 compounds, followed by the next part.
SMILES	Pf Dd2 growth	Tcruzi prolif	C diff HTS	GASC1 inh
Cc1ccc(S(=O)(=O)N[C@H]2CC[C@H](CCNC(=O)Nc3ccc(Cl)cc3)O[C@H]2CO)cc1	-3.9	-6.7	-2.3	-0.3
C[C@H]1CCCCO[C@@H](CN(C)C(=O)Nc2ccc(C(F)(F)F)cc2)[C@@H](C)CN([C@@H](C)CO)C(=O)c2cc(NC(=O)c3ccncc3)ccc2O1	-82.7*	108.5*	8.6	-1.7
CC=Cc1ccc2n(c1=O)C[C@H]1[C@H](CO)[C@@H](C(=O)N[C@@H](C)c3ccccc3)[C@@H]2N1Cc1cncnc1 (mixture of isomers)	7.4	20.2	-5.5	-1.3
O=C1CN(S(=O)(=O)Cc2ccccc2)C[C@@H]2[C@@H](c3ccc(C#Cc4ccc(F)cc4)cc3)[C@@H](CO)N12	-79.2	.	1.1	-2.0
COC(=O)C[C@H]1CC[C@@H]2[C@@H](COc3ccc(NC(=O)Nc4cccc(F)c4)cc3C(=O)N2C)O1	17.6	-11.1	-7.0	-0.2
CO[C@@H]1CN(C)C(=O)c2cc(C#N)ccc2OCC[C@H]2CC[C@@H](OC)[C@@H](CN(C)C(=O)[C@H]1C)O2	.	2.3	-5.7	-0.2
CCCNC(=O)Nc1ccc2c(c1)OC[C@H](C)N(CCC(F)(F)F)C[C@H](C)[C@@H](OC)CN(C)C2=O	-33.3	.	-16.2	0.1
COc1ccc(CNC(=O)C[C@H]2C[C@H]3c4cc(NS(C)(=O)=O)ccc4O[C@H]3[C@@H](CO)O2)cc1	-2.9	-53.0	2.1	-3.0
CO[C@H]1CN(C)C(=O)c2cc(NC(=O)c3ccc(F)cc3)ccc2OC[C@H](C)N(C)C[C@H]1C	.	-30.7	-1.5	-0.4
CCNC(=O)Nc1ccc2c(c1)C(=O)N(C)[C@@H]1CC[C@H](CC(=O)NCC3CCCCC3)O[C@H]1CO2	5.7	39.2	-4.2	2.5
C[C@@H]1CCCCO[C@H](CN(C)S(=O)(=O)c2cccs2)[C@H](C)CN([C@H](C)CO)C(=O)c2cc(N(C)C)ccc2O1	4.1	72.9	-3.7	5.1
COc1ccc(S(=O)(=O)N(C)C[C@@H]2Oc3ccc(NC(=O)CCCN(C)C)cc3CC(=O)N([C@H](C)CO)C[C@@H]2C)cc1	8.9	.	-1.8	1.6
CCC(=O)NC[C@@H]1[C@@H](c2ccc(C3=CCCC3)cc2)[C@@H](CO)N1C(=O)CC	24.2	.	-5.4	2.0
CC(C)NC(=O)Nc1ccc2c(c1)C(=O)N([C@H](C)CO)C[C@H](C)[C@@H](CN(C)C(=O)C1CCCCC1)OCCCC[C@H](C)O2	36.0	47.0	-2.9	2.3
O=C(NCC[C@@H]1CC[C@@H](NS(=O)(=O)c2ccccc2)[C@H](CO)O1)c1cc(Cl)cc(Cl)c1	-15.7	25.0	.	-0.8
C[C@H](CO)N1C[C@H](C)[C@H](CN(C)Cc2ccc(C(=O)O)cc2)Oc2ccc(NC(=O)Nc3ccccc3)cc2C1=O	38.3	-17.4	-3.4	0.4
C[C@@H]1CN([C@@H](C)CO)C(=O)CCCn2cc(nn2)CO[C@@H]1CN(C)Cc1ccc(Cl)c(Cl)c1	-5.0	78.7	-0.3	-0.1
Cn1cnc(S(=O)(=O)N[C@H]2C=C[C@@H](CC(=O)N3CCN(c4ccccc4)CC3)O[C@H]2CO)c1	-12.2	22.4	7.0	0.2
CCS(=O)(=O)NCC[C@H]1CC[C@@H](NC(=O)C2CCC2)[C@H](CO)O1	5.2	.	0.7	-2.2
COCC(=O)N1[C@H](CO)[C@@H]2c3ccccc3N(C(=O)Nc3ccccc3F)C[C@@H]21	-1.5	-11.6	-0.4	-1.7
CC(C)NC(=O)Nc1ccc2c(c1)C(=O)N([C@H](C)CO)C[C@H](C)[C@H](CN(C)S(=O)(=O)c1ccc(Cl)cc1)O2	15.7	1.6	2.8	5.6
O=C(NC1CCCCC1)N1CC2(C1)[C@H](c1ccccc1)[C@H](CO)N2CC1CCCC1	-8.9	.	15.7	-0.7
COc1ccc2c3c(n(C)c2c1)[C@@H](CO)N(C(=O)c1cccc(F)c1)CC31CCN(C(=O)c2cccc(F)c2)CC1	-68.2	.	9.9	-0.4
CN1c2ccc(-c3ccc(F)cc3)cc2[C@H]2[C@H](CCN2C(=O)Nc2cc(F)ccc2F)[C@H]1CO	-8.3	15.2	55.7	-2.2
N#C[C@H]1[C@@H](c2ccccc2-c2cccc(F)c2)[C@H](CO)N1C(=O)C1CCC1	16.3	.	-0.1	-0.2
CCN1[C@@H]2c3ccc(-c4cccnc4)c(=O)n3C[C@@H]2[C@@H](CO)[C@@H]1C(=O)NC1CCCCC1	-4.3	12.0	5.0	1.9
COc1ccc2c3c([nH]c2c1)[C@H](CO)N(C(=O)NC(C)C)CC31CCN(C(=O)c2ccccn2)CC1	-2.8	.	-10.9	-0.4
CCC(=O)N(C)C[C@H]1[C@H](c2ccc(C3=CCCC3)cc2)[C@@H](CO)N1C(=O)CC	14.7	90.2	0.7	2.7

Compound profiles, as listed above:
C[C@@H]1CN([C@@H](C)CO)C(=O)c2cc(N(C)C)ccc2O[C@H]1CN(C)C(=O)Nc1ccccc1 is entered as Pf Dd2 growth: 20.7; Tcruzi prolif: .; C diff HTS: -2.0; GASC1 inh: 4.6
Cn1cnc(S(=O)(=O)N[C@H]2C=C[C@@H](CC(=O)N3CCN(c4ccccc4)CC3)O[C@H]2CO)c1 is entered as Pf Dd2 growth: -12.2; Tcruzi prolif: 22.4; C diff HTS: 7.0; GASC1 inh: 0.2
COc1ccc(NC(=O)N2CC(=O)N3[C@@H](CO)[C@H](c4ccc(-c5ccccc5)cc4)[C@@H]3C2)cc1 is entered as Pf Dd2 growth: -12.2; Tcruzi prolif: .; C diff HTS: -17.2; GASC1 inh: 1.7

The list goes on:
SMILES	Pf Dd2 growth	Tcruzi prolif	C diff HTS	GASC1 inh
CN(C)C(=O)C[C@H]1C=C[C@H](NC(=O)C2CCC2)[C@H](CO)O1	2.5	-15.7	-1.3	22.9
O=C(C[C@H]1CC[C@H]2NC[C@H](O)COC[C@@H]2O1)NCc1ccc2c(c1)OCO2	21.6	16.5	2.4&-5.4	1.0
C[C@@H]1CN([C@@H](C)CO)C(=O)c2cc(NC(=O)C3CCCCC3)ccc2O[C@@H](C)CCCCO[C@@H]1CN(C)C	28.6	33.0	-1.1	19.4
O=C([C@H]1[C@H](CO)[C@H]2Cn3c(cccc3=O)[C@H]2N1CC1CC1)N1CCc2ccccc2C1	2.5	32.7	-2.2	4.8
CC(C)NC(=O)N(C)C[C@@H]1OCCCC[C@@H](C)Oc2ccc(NC(=O)CCC(F)(F)F)cc2C(=O)N([C@H](C)CO)C[C@H]1C	-10.5	44.0	2.0	-1.1
C[C@H](NC(=O)C[C@H]1C=C[C@@H](NC(=O)C2CCC2)[C@H](CO)O1)c1ccccc1	-3.8	20.4	.	3.2
COc1ccc2c3c([nH]c2c1)[C@H](CO)N(C(=O)C1CCCC1)CC31CCN(Cc2nccs2)CC1	-83.2*	.	-1.9	-2.5
CCCC#Cc1ccc([C@H]2[C@@H](CO)N3CCCCN(Cc4cncnc4)C[C@@H]23)cc1	-18.7	63.4	-2.1	1.6
C[C@@H]1CN([C@@H](C)CO)C(=O)c2cc(N(C)C)ccc2O[C@H]1CN(C)C(=O)Nc1ccc2c(c1)OCO2	7.1	3.4	-0.6	2.6
C/C=C/c1ccc2c(c1)O[C@H](CN(C)C(=O)Cc1ccncc1)[C@H](C)CN([C@H](C)CO)S2(=O)=O	-33.4	10.9	3.5	3.9
COCC(=O)Nc1ccc2c(c1)C(=O)N(C)[C@@H]1CC[C@@H](CC(=O)Nc3ccccc3)O[C@@H]1CO2	-21.0	7.6	2.4	-1.7
CO[C@@H]1CN(C)C(=O)c2cc(NC(=O)C3CCCC3)ccc2OC[C@@H](C)N(S(C)(=O)=O)C[C@@H]1C	12.5	-14.0	.	0.6
O=C(C[C@@H]1CC[C@@H]2[C@H](COC[C@@H](O)CN2Cc2ccncc2)O1)NCc1ccccc1Cl	1.0	.	5.3&3.6	11.7
O=C(Nc1ccc(F)cc1)N[C@@H]1CC[C@H](CCNS(=O)(=O)c2cccc(Cl)c2)O[C@H]1CO	-0.7	14.7	-4.8	-0.1
C[C@@H]1CN([C@H](C)CO)C(=O)Cc2cc(NC(=O)CCC(F)(F)F)ccc2O[C@@H]1CN(C)Cc1ccc(C(F)(F)F)cc1	-6.7	.	-4.3	5.6
O=C(C[C@H]1CC[C@@H]2[C@H](COC[C@H](O)CN2Cc2ccc3c(c2)OCO3)O1)N1CCCCC1	.	42.6	2.7&-6.3	0.4

Compound activity: PubChem BioAssay, Broad Institute
